Screening data (PubChem)
CRFBP-R2 agonist = agonists of human CRF-binding protein/CRF-R2 receptor complex; HEK293 CRF-R2/CRF-BP, calcium dye fluorescence (FLIPR); percent of saturating CRF peptide response; activation, % at 13.2 µM; actives 0.46% (n = 350,000);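 active means activation of at least 50%, plus an integration ratio under a set limit after plate pattern correction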;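 further: plate controls were neutral control wells without compound for no effect and CRF at EC100 for full effect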
CHRM4 PAM = positive allosteric modulators of human muscarinic M4 receptor | AID 624126 | actives 0.4% (n = 360,000) | activation, % at 3 µM | CHO-K1 hM4/Gqi5, Fluo-8 calcium fluorescence, ACh EC20; 0% = ACh EC20, 100% = maximal ACh | P08173;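 active means activation above its plate's cutoff, the mean activation of sample wells plus 3 SD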; further: some results filed as inactive read as strong as hits
CRFR2-BP antag = antagonists of CRF-binding protein/CRF-R2 receptor complex; inhibition, % at 11.8 µM; HEK293 CRF-R2/CRF-BP, CRF-induced calcium fluorescence; AID 588475; actives 0.59% (n = 350,000);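 active means inhibition of the ligand-induced calcium signal above about 50% at the single tested concentration, limit read from the data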
CHRM4 antagonist = blocks acetylcholine activation of human M4 receptor. CHO-hM4 cells, ACh EC80, Fluo-8 calcium fluorescence. inhibition, % at 3 µM. actives 0.73% (n = 360,000). AID 624125;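 active means inhibition above its plate's cutoff, the mean inhibition of sample wells plus 3 SD, cut at about 27% in these data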;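 further: 0% = acetylcholine EC80 with DMSO and 100% = DMSO without agonist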
M4 ag = CHRM4 agonism in calcium assay; activation, % at 3 µM; actives 0.14% (n = 360,000); CHO-K1 hM4/Gqi5, Fluo-8 calcium fluorescence; vehicle 0%, full acetylcholine response 100%;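 active means activation above the run mean over all test wells plus 3 SD, cut at about 32% in these data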;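 further: peak over basal fluorescence ratio per well then scaled between controls; 0% = DMSO wells and 100% = acetylcholine at EC100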
M5 antag = CHRM5 antagonism in calcium assay | P08912 | CHO-hM5 cells, Fluo-8 calcium fluorescence, ACh EC80 | inhibition, % at 3 µM | actives 0.59% (n = 360,000);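 active means inhibition above a per-plate cutoff, the mean of that plate's test compounds plus 3 SD, cut at about 27% in these data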;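 further: 0% = acetylcholine EC80 with DMSO and 100% = DMSO without agonist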
M5 ag = CHRM5 agonism in calcium assay; P08912; activation, % at 3 µM; CHO-K1 hM5 cells, Fluo-8 calcium fluorescence; 0% DMSO wells, 100% maximal acetylcholine response; AID 624037; actives 0.19% (n = 360,000);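 active means activation above the run's mean over test compounds plus 3 SD, cut at about 23% in these data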;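 further: signal is peak over basal fluorescence ratio across the kinetic read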
M5 PAM = positive allosteric modulators of human muscarinic M5 receptor; CHO-K1 hM5, Fluo-8 calcium, ACh EC20 PAM; 0% = ACh EC20, 100% = ACh EC100; activation, % at 3 µM; actives 0.3% (n = 360,000); AID 624038;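 active means activation above the run cutoff, the mean activation of all test compounds plus 3 SD, cut at about 18% in these data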
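Test system: CHO-K1 hM5 cells / Doses: single-point, 3 µM nominal / Times: Post-acetylcholine fluorescence recording 140 s / Technique: Fluo-8 calcium fluorescence / Measure: Max/basal fluorescence ratio as % of EC20–EC100 ACh window / Benchmarks: low control EC20 acetylcholine (0%), high control EC100 acetylcholine (100%) / Replicates: one well per compound, no replicates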
IDE inh = inhibitors of human insulin-degrading enzyme in cells | P14735 | HEK cells, FAbetaB cleavage, fluorescence polarization | inhibition, % at 5.59 µM | actives 0.41% (n = 320,000) | AID 434962;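 active means percent inhibition above the average of all tested compounds plus 3 SD, set per screening campaign, cut at about 16% in these data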;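 further: IDE supplied by intact live HEK cells; FP after avidin binding of uncleaved biotin substrate so inhibition keeps polarization high; 0% = DMSO wells and 100% = 60 µM reference IDE inhibitor Ii1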
Target sequence (P14735 whole entry, looked up): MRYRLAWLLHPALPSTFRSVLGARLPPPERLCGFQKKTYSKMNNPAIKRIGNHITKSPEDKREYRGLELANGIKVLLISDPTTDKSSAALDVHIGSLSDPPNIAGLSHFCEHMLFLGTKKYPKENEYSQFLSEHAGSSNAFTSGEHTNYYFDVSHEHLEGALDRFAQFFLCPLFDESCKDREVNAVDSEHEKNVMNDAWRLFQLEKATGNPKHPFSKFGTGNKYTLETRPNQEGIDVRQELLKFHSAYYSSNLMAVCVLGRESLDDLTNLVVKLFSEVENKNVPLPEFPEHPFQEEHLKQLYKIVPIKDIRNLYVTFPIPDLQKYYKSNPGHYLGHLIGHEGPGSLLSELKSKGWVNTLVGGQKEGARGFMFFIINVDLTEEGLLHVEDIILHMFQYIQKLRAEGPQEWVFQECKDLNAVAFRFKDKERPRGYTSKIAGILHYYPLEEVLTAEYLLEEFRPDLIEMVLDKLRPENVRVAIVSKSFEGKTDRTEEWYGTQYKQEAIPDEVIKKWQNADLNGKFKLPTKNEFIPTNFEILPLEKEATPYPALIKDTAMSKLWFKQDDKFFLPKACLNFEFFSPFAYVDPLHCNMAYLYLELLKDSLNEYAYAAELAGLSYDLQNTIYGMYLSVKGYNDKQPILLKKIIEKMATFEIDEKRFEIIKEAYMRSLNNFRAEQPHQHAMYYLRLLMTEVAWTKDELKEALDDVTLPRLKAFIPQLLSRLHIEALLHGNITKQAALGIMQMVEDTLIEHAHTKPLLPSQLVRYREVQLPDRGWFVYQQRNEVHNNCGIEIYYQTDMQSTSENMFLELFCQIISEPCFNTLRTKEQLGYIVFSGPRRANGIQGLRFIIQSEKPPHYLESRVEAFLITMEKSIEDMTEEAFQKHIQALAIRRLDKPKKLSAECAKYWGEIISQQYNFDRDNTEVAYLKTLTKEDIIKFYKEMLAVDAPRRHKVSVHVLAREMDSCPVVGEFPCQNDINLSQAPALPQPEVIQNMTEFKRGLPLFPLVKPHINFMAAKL
* marks the source's active call; other numbers are inactive results; . = no result given.

CRFBP-R2 agonist	CHRM4 PAM	CRFR2-BP antag	CHRM4 antagonist	M4 ag	M5 antag	M5 ag	M5 PAM	IDE inh	canonical_smiles
3.3	-5	11	10	-1	-7	-6	-2	1	COc1ccc2ccccc2c1C(=O)/C=C\c1ccoc1
-0.5	2	21	-7	0	0	1	7	6	COc1ccc(C2c3cc(OC)c(OC)cc3CCN2C(=O)c2ccccc2Br)cc1OC (stereo not given)
0.3	21	8	9	1	-3	0	3	-5	CCOC(=O)C1C(=O)NC(N2CCN(Cc3ccccc3)CC2)=NC1c1ccco1 (stereo not given)
0.0	1	5	1	1	12	-2	-8	4	COC(=O)N/N=C/c1ccc(/C=N/NC(=O)OC)cc1
0.9	-4	-8	-5	11	9	3	-11	7	COC(=O)c1c(C)[nH]c(C(=O)COC(=O)CCNS(=O)(=O)c2cccc(C(F)(F)F)c2)c1C
0.5	8	0	-7	1	9	0	2	.	COc1ccc(C)cc1NC(=O)C1CC(=O)N(CCc2ccc(F)cc2)C1 (stereo not given)
0.2	11	2	-11	1	8	-2	0	2	COc1cc(O)c(C(CC(=O)N2CCCC2)c2ccc(N(C)C)cc2)c(OC)c1 (stereo not given)
0.5	1	2	-2	3	8	0	1	2	O=C(CNCc1ccc(Cl)cc1)Nc1ccc2c(c1)OCCO2
-1.0	13	8	-12	1	5	2	-1	-1	CC(OC(=O)Cc1n[nH]c(=O)c2ccccc12)C(=O)Nc1ccc(F)cc1Cl (stereo not given)
2.4	0	-20	7	0	7	1	-9	5	Cc1ccc2cccc(Oc3cnccn3)c2n1
-0.2	1	6	-9	1	-13	0	4	-2	CCN(CC)C(=O)CSc1nc2c(c(-c3cccnc3)c1C#N)CCCC2
-0.3	3	10	-8	1	2	3	-6	-2	CC(=O)Nc1cccc(C(=O)NNC(=O)c2ccccc2-n2cccc2)c1
-0.3	13	-22	-13	11	8	4	-7	5	Cc1ccc(NC(=O)Cc2nc(COC(=O)C(C)NS(=O)(=O)c3ccc(C)cc3)cs2)cc1 (stereo not given)
-0.6	10	3	10	0	-7	-4	13	-5	CCC(=O)N1CCN(c2cc3c(cc2F)c(=O)c(C(=O)O)cn3CC)CC1
3.1	4	1	-11	2	7	-3	1	-1	O=C(OCC#CCSc1nnc(-c2cccc3ccccc23)o1)c1cc2ccccc2o1
-0.7	-1	-9	5	-1	5	-1	1	3	CC1CCc2c(sc(/N=C/c3ccco3)c2C(N)=O)C1 (stereo not given)
2.6	0	6	9	-1	-6	-2	3	2	COc1ccc(NC(=O)Cn2c(=O)n(Cc3ccco3)c(=O)c3ccccc32)cc1
1.6	-4	7	-5	8	-2	3	-9	0	CC(=O)c1ccc(NC(=O)C2CCN(S(=O)(=O)c3cccc4cccnc34)CC2)cc1
1.5	3	-25	3	2	-5	-6	2	-3	CN(CC(=O)Nc1ccccc1Br)C(=O)C1CCN(C(=O)c2ccc(Cl)cc2)CC1
0.1	2	0	-8	4	0	-4	4	0	COc1ccc2c(COC(=O)CNS(=O)(=O)c3ccc(C)c(C)c3)cc(=O)oc2c1
1.4	14	23	-14	0	-6	-3	1	-2	Cn1c(=O)[nH]c(=O)c2c1nc(N1CCOCC1)n2CCSc1nc2ccccc2[nH]1
-0.3	0	9	-14	-1	2	0	1	4	Cc1ccc(-c2nnn(CC(=O)N(CC3CCCO3)C(C(=O)NC(C)(C)C)c3ccc(F)cc3)n2)o1 (stereo not given)
0.3	-8	-7	5	1	5	-8	-2	0	COc1ccc(NCc2nnc(SCCN3CCCCC3)n2-c2ccc(C)cc2)cc1
-0.5	1	1	-8	3	0	-1	-6	.	Cc1ccc(OC(C)C(=O)Nc2cccc(S(=O)(=O)N3CCCCCC3)c2)cc1 (stereo not given)
-0.6	4	0	1	1	-18	7	9	5	C/C(=N\Nc1nc(N2CCCCC2)nc(N2CCOCC2)n1)c1cccs1
0.4	-3	0	18	14	20	9	-21	.	CN(CCOc1ccc(Cl)cc1)C(=O)c1cccc(S(=O)(=O)N2CCN(c3ccccc3)CC2)c1
-0.2	-4	-11	3	1	11	0	-6	0	CC1(C)CC(=O)CC(=Nc2ccc3[nH]c(=O)[nH]c3c2)C1
2.9	1	5	3	1	4	-6	-4	-3	Cc1ccc(OCCCN2CCCC2)c(C)c1
-1.8	-4	2	-7	10	3	1	-7	.	COc1ncccc1C(=O)N1CCCC(C(=O)Nc2cccc(-c3ccc(F)cc3)c2)C1 (stereo not given)
2.3	-6	-21	14	1	3	0	-2	.	O=C(c1ccco1)N1CCN(C2CN(Cc3ccc([N+](=O)[O-])cc3)S(=O)(=O)C2)CC1 (stereo not given)
-0.2	-5	1	-1	0	15	-5	-14	-5	Cc1cc(C)cc(NS(=O)(=O)c2cnc(Cl)c(Cl)c2)c1
2.6	6	4	4	5	3	-4	3	8	O=C(CCSc1nc(-c2ccco2)cc(C(F)(F)F)n1)NCCc1ccccc1
0.6	-10	3	-9	4	2	-2	-4	7	NS(=O)(=O)c1ccc(N/C=C\C(=O)c2ccc3ccccc3c2)cc1
-4.2	-4	4	3	-1	5	-3	2	4	O=C(O)COCC(=O)Nc1ccc(-n2nc(C(F)(F)F)cc2-c2cccs2)cc1
-0.4	1	-5	-4	1	8	-1	3	8	CC12CCC(C(=O)N3CCOCC3)([C@H](Br)C1=O)C2(C)C (stereo not given in full)
2.0	6	-6	-15	0	-4	-2	3	2	CC1CN(C(=O)CCC(=O)NCCCN2C(C)CCCC2C)c2ccccc2O1 (stereo not given)
0.1	-5	2	13	0	7	1	1	3	COc1cc(NC(=O)Nc2cc(C)on2)cc(OC)c1OC
-0.9	0	14	4	2	6	-3	-4	-1	O=C(NC(=S)N1CCN(c2ccccc2)CC1)c1c(F)cccc1F
0.5	-3	-2	8	0	9	1	2	2	CCN(CC)CCCNC(=S)N(CCCO)Cc1cc2cc3c(cc2[nH]c1=O)OCO3
-0.8	-2	12	2	0	-4	-2	0	-3	Cc1ccc(C2(C)NC(=O)N(CC(=O)NCc3cccs3)C2=O)cc1 (stereo not given)

Gathered by group, the entries above with a CF3 group.
CRFBP-R2 agonist	CHRM4 PAM	CRFR2-BP antag	CHRM4 antagonist	M4 ag	M5 antag	M5 ag	M5 PAM	IDE inh	canonical_smiles
0.9	-4	-8	-5	11	9	3	-11	7	COC(=O)c1c(C)[nH]c(C(=O)COC(=O)CCNS(=O)(=O)c2cccc(C(F)(F)F)c2)c1C
2.6	6	4	4	5	3	-4	3	8	O=C(CCSc1nc(-c2ccco2)cc(C(F)(F)F)n1)NCCc1ccccc1
-4.2	-4	4	3	-1	5	-3	2	4	O=C(O)COCC(=O)Nc1ccc(-n2nc(C(F)(F)F)cc2-c2cccs2)cc1

Next part.
CRFBP-R2 agonist	CHRM4 PAM	CRFR2-BP antag	CHRM4 antagonist	M4 ag	M5 antag	M5 ag	M5 PAM	IDE inh	canonical_smiles
1.3	7	-3	-10	1	2	0	-2	-3	Cc1sc2nc(CSCC(=O)N(CCC#N)c3ccccc3)[nH]c(=O)c2c1C
0.0	-8	0	10	0	-6	-1	2	2	CC(=O)c1c(O)cc(C(C)C)n(-c2ccccc2)c1=O
-0.8	-2	2	-30	-1	-3	-3	-5	-4	CCOc1ccc(CCNC(=O)Cn2ccc3cc(S(=O)(=O)N4CCCC4)ccc32)cc1
0.2	6	5	-10	1	-7	-2	-8	5	O=C(N/N=C/c1cccc(Oc2ccccc2)c1)c1ccccc1Br
-4.1	5	-10	-10	5	-4	0	-3	1	CCOC(=O)C1(CCCc2ccccc2)CCN(C(=O)c2cncs2)CC1
1.2	13	2	-2	1	13	-5	-1	3	CC(=O)Oc1ccccc1C(=O)Nc1ccccc1C(=O)N1CCCC1
0.0	3	-3	-3	1	14	1	-7	0	NS(=O)(=O)c1ccc(CCNC(=O)COC(=O)COc2cccc(C(F)(F)F)c2)cc1
0.6	-3	3	1	2	-6	-3	10	1	Cc1ccc(C(=O)NCc2nnc3c(C(F)(F)F)cc(Cl)cn23)o1
2.1	1	15	1	0	3	-1	1	-4	O=C(NCCc1ccccc1)c1cccc2c1C(=O)N(C1CCCCC1)C2
2.1	5	-4	-10	1	-4	1	3	1	CC(=O)NC12CC3CC(C1)CC(C(=O)OCC(=O)Nc1c(F)cccc1F)(C3)C2
-1.6	3	-10	22	0	2	-1	-8	-1	Cc1ccc(N(C(C)C(=O)O)S(=O)(=O)c2c(C)n[nH]c2C)cc1 (stereo not given)
-0.8	5	28	-11	1	3	-1	-5	1	CCOC(=O)CSc1nc2c(sc3ccc([N+](=O)[O-])cc32)c(=O)n1Cc1ccco1
1.1	-7	2	9	13	19	-2	-6	5	COc1ccccc1NC(=O)c1ccc(NC(=O)C2COc3ccccc3O2)cc1 (stereo not given)
2.8	3	-4	-14	4	-5	1	0	-1	Oc1c(C(c2ccc(Cl)cc2)N2CCCC2)cc(Cl)c2cccnc12 (stereo not given)
-1.1	9	4	9	1	-3	-1	-3	-3	CCOC(=O)C1C(=O)CC(C)(O)C(C(=O)OCC)C1c1ccc(C)s1 (stereo not given)
-4.3	-4	57*	-1	1	12	-3	-5	2	Cc1nn(C(C)C(=O)O)c(=O)c2ccccc12 (stereo not given)
-0.4	-2	8	-5	17	10	0	-10	5	O=C(C1=C[C@@H](c2ccccc2)C[C@@H](OCc2ccc(CO)cc2)O1)N1CCN(Cc2ccc3c(c2)OCO3)CC1
0.3	9	-13	-1	2	4	-2	5	13	Cc1cc(NC(=O)C23CC4CC(CC(C4)C2)C3)n[nH]1
-0.1	5	6	-3	0	-2	4	2	.	CCOC(=O)C1CC(CN2C(=O)c3ccccc3C2=O)OC1=O (stereo not given)
